Bioassay records (PubChem)
SENP7 block: SENP7 protease inhibition | Q9BQF6 | recombinant SENP7, Z-RLRGG-aminoluciferin luminescence, 40 min | inhibition, % at 5 µM | 330,000 compounds, 1.5% hits;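 active means inhibition above about 50% at the single test dose, limit read from the data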;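 further: plate controls were DMSO with enzyme for no effect and no enzyme buffer wells for full effect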
SENP1 FRET inh: inhibitors of human SENP1 SUMO protease catalytic domain; recombinant SENP1 catalytic domain, CyPet-SUMO1-YPet FRET cleavage; AID 624204; Q9P0U3; 360,000 compounds, 0.21% hits; inhibition, % at 10 µM;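 active means inhibition at least 30% at 10 µM, raw YFP signal under a set limit, fluorescence ratio 0.5 to 1.5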;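 further: 0% = enzyme with DMSO and 100% = no enzyme wells; some results filed as inactive read as strong as hits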
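Test system: recombinant human SENP1 catalytic domain, His6-tagged / Medium: pH 8 Tris buffer with EDTA, NaCl, BME, BSA, NP40, catalase / Also added: SUMO1 FRET substrate flanked by Cypet and Ypet, 25 nM / Times: 50 min reaction at room temperature / Signal: FRET, CFP and YFP emission / Control set: no-enzyme low control and enzyme-plus-DMSO high control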
PfGluPho inh: PfG6PD (Plasmodium falciparum) enzyme inhibition; inhibition, % at 20 µM; AID 504690; PfGluPho enzyme, NADPH resazurin-diaphorase fluorescence; 350,000 compounds, 0.78% hits;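 active means inhibition reaching at least a set limit at 20 µM in the primary screen, cut at about 59% in these data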;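 further: 0% = DMSO wells with substrate and 100% = DMSO wells lacking glucose-6-phosphate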
SENP6 block: blocks the human protease SENP6; AID 2599; Recombinant SENP6 catalytic domain, aminoluciferin luminescence; 330,000 compounds, 1.8% hits; inhibition, % at 10 µM; Q9GZR1;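 active means inhibition above about 50% at the single tested dose, limit read from the data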;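 further: plate controls were DMSO wells with enzyme for no effect and DMSO wells lacking enzyme for full effect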
Apaf1 inhib: inhibitors of human Apaf-1 apoptosome. reconstituted apoptosome caspase-3 activity, DEVD-Rh110 fluorescence. 330,000 compounds, 0.71% hits. O14727. inhibition, % at 20 µM; active means inhibition of at least 40% at 20 µM;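 further: plate controls were DMSO wells for no effect and DEVD-CHO caspase inhibitor wells for full effect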
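Material: reconstituted apoptosome with Apaf-1, cytochrome c, caspase-9, procaspase-3, dATP; medium: pH 7.5 Hepes buffer with CHAPS, BSA, DTT; also added: cytochrome c and DEVD-Rh110 substrate; timing: 30 min plus 50 min, RT; signal: Rh110 fluorescence intensity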
SENP8 block-1: blocks human SENP8 cleavage of Nedd8 substrate; recombinant SENP8, Nedd8 substrate fluorescence; inhibition, % at 20 µM; 360,000 compounds, 0.64% hits; AID 602440; in the data active means inhibition mostly above about 40%, no sharp cut-off; inactive means mostly below about 27%
HKDC1 inh: blocks human hexokinase HKDC1 activity; 340,000 compounds, 0.16% hits; AID 493160; recombinant HKDC1, G6PDH/diaphorase resazurin coupled fluorescence; inhibition, % at 20 µM; Q2TB90;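 active means inhibition above about 35% when tested at 20 µM, limit read from the data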;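 further: plate controls were DMSO wells with enzyme for no effect and DMSO wells lacking enzyme for full effect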
Target sequence (Q2TB90 whole entry, looked up): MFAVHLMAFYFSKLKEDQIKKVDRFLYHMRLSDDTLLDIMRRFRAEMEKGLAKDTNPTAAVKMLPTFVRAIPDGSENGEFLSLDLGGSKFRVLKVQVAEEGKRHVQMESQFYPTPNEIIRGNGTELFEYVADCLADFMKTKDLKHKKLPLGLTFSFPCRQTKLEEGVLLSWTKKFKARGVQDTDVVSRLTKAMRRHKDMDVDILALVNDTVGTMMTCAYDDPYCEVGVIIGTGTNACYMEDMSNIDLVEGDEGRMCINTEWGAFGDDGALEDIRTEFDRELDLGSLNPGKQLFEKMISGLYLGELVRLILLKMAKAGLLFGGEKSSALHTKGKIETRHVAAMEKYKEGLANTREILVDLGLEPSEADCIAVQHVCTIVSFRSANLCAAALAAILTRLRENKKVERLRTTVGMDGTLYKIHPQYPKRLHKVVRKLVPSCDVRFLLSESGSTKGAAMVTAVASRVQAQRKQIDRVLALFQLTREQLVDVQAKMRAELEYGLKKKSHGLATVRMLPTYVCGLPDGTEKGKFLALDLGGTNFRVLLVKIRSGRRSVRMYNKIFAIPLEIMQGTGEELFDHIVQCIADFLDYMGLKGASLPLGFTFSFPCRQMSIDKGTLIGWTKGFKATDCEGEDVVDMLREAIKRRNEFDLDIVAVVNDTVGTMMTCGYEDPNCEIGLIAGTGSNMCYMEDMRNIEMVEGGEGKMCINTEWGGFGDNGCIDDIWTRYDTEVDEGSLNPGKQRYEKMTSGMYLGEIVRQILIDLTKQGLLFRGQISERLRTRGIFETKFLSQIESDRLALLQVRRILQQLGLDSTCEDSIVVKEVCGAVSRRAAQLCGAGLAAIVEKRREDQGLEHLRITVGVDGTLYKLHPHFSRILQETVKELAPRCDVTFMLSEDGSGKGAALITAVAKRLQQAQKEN
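Assay system – recombinant HKDC1 (HK5) hexokinase enzyme, produced in-house · Input – HKDC1 at 5 µg/mL · Reagent – glucose plus 1 mM ATP as hexokinase substrates · Timing – 90 min reaction incubation at room temperature, dark · Measured by – G6PDH/diaphorase-coupled fluorescence, 1 mM NADP, 100 µM resazurin, 525/613 nm · Benchmarks – DMSO-enzyme wells negative, buffer-substituted wells positive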
SENP8 block-2: blocks the human protease SENP8. purified SENP8, Z-RLRGG-aminoluciferin cleavage, luminescence. inhibition, % at 10 µM. AID 2540. 330,000 compounds, 1.2% hits; in the data active means inhibition above about 50%
* marks the source's active call; other numbers are inactive results; . = not tested or not shown. No enrichment for hits, and some 3.6% of all compounds hit somewhere here.

mol | SENP7 block | SENP1 FRET inh | PfGluPho inh | SENP6 block | Apaf1 inhib | SENP8 block-1 | HKDC1 inh | SENP8 block-2
Cc1ccc(-c2[nH]nc3c2C(c2cccnc2)C(C#N)=C(N)O3)cc1 (configuration not stated) | -12 | 2 | 2 | -12 | -5 | 15 | 2 | -3
COc1ccc(C)cc1-n1nnnc1SCc1csc(C)n1 | -8 | 2 | -1 | -7 | 7 | -3 | 4 | -2
Cc1cc(/C=C2/NC(=O)N(c3ccccc3)C2=O)c(C)n1-c1cccnc1 | 0 | -11 | 12 | -11 | -1 | -294 | -10 | 4
COc1ccccc1NC(=O)C(C)OC(=O)Cc1ccsc1 (configuration not stated) | -1 | 0 | -1 | -3 | 6 | 5 | -4 | 0
Cc1ccccc1-n1ccnc1SCC(=O)NCc1ccco1 | -13 | -2 | 6 | -7 | -5 | 3 | 2 | -11
Cc1ccc(NC(=O)c2ccc(CSc3nnc(C)s3)cc2)c(C)c1 | -2 | -2 | 16 | -13 | -2 | 13 | -5 | -7
Cn1c(=O)c2c(nc(CN3CCN(c4ccccc4)CC3)n2Cc2ccccc2Cl)n(C)c1=O | . | 0 | 7 | . | . | 8 | -16 | .
CCCCCCOC(=O)Cc1c(C)nc(N)[nH]c1=O | -2 | 0 | -4 | 9 | -14 | 18 | -7 | -2
C=CCN1C(=O)C2(C(C#N)=C(N)Oc3n[nH]c(CCC)c32)c2ccccc21 (configuration not stated) | 3 | 1 | 6 | -10 | -2 | 9 | 5 | -1
CCC(C)NC(=O)c1csc2c1CCCCC2 (configuration not stated) | -1 | -1 | -7 | -15 | 3 | 2 | -2 | -4
Cc1ccc(C(=O)OCC(=O)Nc2ccc3c(c2)OCO3)c(O)c1 | -2 | 1 | -6 | 10 | 4 | -12 | 2 | -11
O=C(C[C@H]1C/C=C\CC[C@H](Cc2ccc(F)cc2)C(=O)OC[C@H]2CCCN2C1=O)NCCO | -8 | 2 | -7 | -7 | 12 | 14 | 1 | -16
[O-][n+]1c2c(c3c4non(O)c4ccc31)CCCC2 | 1 | 3 | 8 | -8 | -10 | 23 | -1 | -6
CCOc1cccc(C(=O)Nc2ccc(S(=O)(=O)Nc3cc(C)on3)cc2)c1 | 4 | -20 | -8 | 5 | 6 | 29 | 0 | 6
C/C(=C\c1ccccc1)C1Nc2cccc3cccc(c23)N1 | 10 | . | . | 31 | 41* | . | . | 17
Cc1cccc2c(=O)c(C(=O)N3CCCCCC3)c[nH]c12 | 10 | 1 | -14 | 14 | -4 | 23 | -5 | 1
Fc1cccc(-c2cc3nc(-c4ccccc4)cc(N4CCC5(CC4)OCCO5)n3n2)c1 | 2 | -85 | 9 | -5 | -4 | -460 | -1 | 1
CCOC(=O)c1cnc(SCCc2ccccc2)nc1N | 28 | 0 | 13 | 58* | 17 | -2 | 5 | 13
O=C(NC(=S)Nc1ccc(S(=O)(=O)Nc2ncccn2)cc1)c1cccc(Br)c1 | 22 | 0 | -3 | 3 | 1 | 11 | -12 | 20
COc1cc(CCC(=O)N2CC(C)OC(C)C2)cc(OC)c1OC (configuration not stated) | 2 | 1 | -2 | -16 | -4 | -1 | 0 | -3
COc1cc(OC)cc(C(=O)NCCSCc2ccc(Cl)cc2)c1 | 8 | -1 | 1 | 7 | 11 | 3 | -7 | -1
O=C(Nc1nc2cc3c(cc2s1)OCO3)C1CC1 | -9 | 2 | 7 | 0 | 3 | 13 | -5 | -17
Cc1ccccc1NC(=S)NCC(c1cccnc1)N(C)C (configuration not stated) | -2 | 2 | 9 | -20 | -2 | 20 | -9 | -10
O=C(Oc1cccc2cccnc12)c1cccs1 | 3 | 7 | -12 | -1 | -1 | 11 | 5 | -1
O=C1CCCN1c1nccs1 | -3 | 0 | -1 | 1 | -6 | 9 | -9 | 6

Other compounds.
mol | SENP7 block | SENP1 FRET inh | PfGluPho inh | SENP6 block | Apaf1 inhib | SENP8 block-1 | HKDC1 inh | SENP8 block-2
CCOc1ccccc1NC(=O)C1CCCN(C(=O)NCc2ccccc2)C1 (configuration not stated) | 7 | 1 | -2 | -6 | -2 | 2 | -2 | 5
COC(=O)c1cc(NC(=O)Nc2ccccc2OC)cc(C(=O)OC)c1 | 0 | 1 | 5 | 7 | 2 | -26 | 2 | 1
CC(C)CN(C(=O)c1cccc([N+](=O)[O-])c1)c1c(N)n(CC(C)C)c(=O)[nH]c1=O | 12 | 0 | 15 | -2 | 1 | 10 | -1 | 0
CCOC(=O)c1cc(C#N)c(Oc2ccccc2)nc1-c1ccccc1 | -3 | 1 | 1 | 2 | 14 | 15 | 5 | 1
Cc1ccc(/C=C/C(=O)Nc2nn[nH]n2)o1 | 0 | -1 | 40 | -2 | -8 | -14 | -8 | -8
Cc1cc(F)ccc1NS(=O)(=O)c1cccc2nsnc12 | 8 | 1 | 1 | -3 | 1 | 16 | -3 | -4
Cc1ccc(CNCCC2=CCCCC2)cc1 | 10 | 0 | 1 | -7 | -16 | 14 | -9 | -2
O=C1C2C3c4ccccc4C(c4ccccc43)C2C(=O)N1Cc1cccnc1 (configuration not stated) | -2 | 3 | 3 | -1 | -1 | 32 | -5 | 1
CC1CCN(c2nc3c(c(=O)n(C)c(=O)n3C)n2Cc2ccccc2)CC1 | -1 | 1 | 1 | -8 | 5 | 16 | -6 | 0
COC(=O)CNC(=O)COC(=O)c1ccc(Cl)nc1 | 9 | -1 | -4 | 10 | -11 | -1 | -4 | 4
O=C(N/N=C\c1cccnc1)c1ccc(Br)s1 | -6 | 1 | 18 | -8 | 12 | -5 | -6 | -2
NS(=O)(=O)c1ccc(CNC(=O)/C=C/c2c(Cl)cccc2Cl)cc1 | -7 | . | . | -12 | 3 | . | . | -1
COc1ccc2c(CC(=O)Nc3ccccc3N3CCOCC3)coc2c1 | 2 | 1 | -8 | -11 | -25 | 18 | -7 | 7
COCCCN1C(=O)C(=O)/C(=C(/O)c2ccc(OC(C)C)cc2)C1c1cccnc1 (configuration not stated) | -4 | 0 | -18 | -8 | 5 | -102 | -8 | -4
CC1(C)c2ccccc2-c2nc3ccccc3cc2C1N1CCOCC1 (configuration not stated) | . | 0 | 51 | . | . | -25 | 3 | .
O=C(COc1ccc2ccccc2c1)Nc1ccc(Cc2ccncc2)cc1 | 1 | 2 | -15 | -2 | -9 | 9 | -5 | -7
O=c1[nH]cnc2c1c(-c1ccccc1)cn2-c1ccc(Br)cc1 | -1 | 3 | -3 | -5 | 12 | 1 | -9 | -5
O=C(CCc1ccccc1)Nc1ccccc1C(=O)N1CCOCC1 | 0 | 0 | -10 | -4 | -5 | -1 | -12 | -6
O=C(CCN1C(=O)C2C3C=CC(C3)C2C1=O)Oc1ccc2ccccc2c1 (configuration not stated) | 1 | -2 | 8 | -1 | -5 | 6 | 0 | 2
COc1ccc(S(=O)(=O)NC(CC(=O)NCCc2ccc(OC)c(OC)c2)C(C)C)cc1 (configuration not stated) | -6 | 1 | 11 | 4 | -7 | 20 | -4 | 1
Cc1ccc(S(=O)(=O)CCC(=O)OCC(=O)c2c(C)[nH]c3ccccc23)cc1 | 7 | . | 0 | 11 | 7 | . | 6 | 0
COc1cc2c(cc1OC)C(c1ccc(Br)cc1)NCC2 (configuration not stated) | -2 | 2 | -11 | 8 | -21 | 17 | -4 | -2
CC(C)N(Cc1ccccc1)C(=S)Nc1ccc(OC(F)F)cc1 | -1 | 0 | 9 | 3 | 5 | 19 | 20 | -3
O=C1c2ccccc2C(=O)N1CCc1nc(-c2ccc(Cl)cc2)no1 | 3 | 2 | 11 | -2 | 23 | 9 | -3 | -8
COc1ccc(Cc2nnc3c4cnn(C)c4ncn23)cc1 | 11 | 1 | 3 | -1 | 4 | 9 | 2 | 0

Next section.
Below each SMILES – SENP7 block	SENP1 FRET inh	PfGluPho inh	SENP6 block	Apaf1 inhib	SENP8 block-1	HKDC1 inh	SENP8 block-2
O=C(O)CC1(CC(=O)NCc2ccc(Cl)cc2)CCCCC1
  6	1	-8	8	0	18	-3	-1
Cc1nc2sc(C(=O)c3ccccc3)c(N)c2c(C)c1C
  -6	-82	11	-4	2	-9	-2	-9
COc1cc2c(c(OC)c1OC)-c1ccc(SC)c(=O)cc1C(NC(=O)C(F)(F)F)CC2 (configuration not stated)
  .	-6	19	.	.	26	-1	.
CCc1ccccc1NC(=S)N1CCNC(=O)C1CC(=O)OC (configuration not stated)
  7	2	5	6	15	6	-7	-4
c1nnnn1C12CC3CC(CC(C3)C1)C2
  -2	2	-12	-26	3	19	-7	0
CCc1cc2c(=O)c(-c3nc4ccccc4n3C)coc2c(CN2CCCCC2)c1O
  -9	-15	2	-16	5	-238	1	-9
CC(=O)C1=C(O)C(=O)N(C)C1c1ccccc1F (configuration not stated)
  3	3	-16	6	6	13	-10	-9
COc1ccc(-c2nnc(NC(=O)CS(=O)(=O)c3ccc(F)cc3)o2)cc1
  -9	2	-19	-16	8	-22	2	-13

Ordered by count of non-hydrogen atoms (largest number first): some entries from above.
Below each SMILES – SENP7 block	SENP1 FRET inh	PfGluPho inh	SENP6 block	Apaf1 inhib	SENP8 block-1	HKDC1 inh	SENP8 block-2
O=C(O)CC1(CC(=O)NCc2ccc(Cl)cc2)CCCCC1
  6	1	-8	8	0	18	-3	-1
CC(=O)C1=C(O)C(=O)N(C)C1c1ccccc1F (configuration not stated)
  3	3	-16	6	6	13	-10	-9
c1nnnn1C12CC3CC(CC(C3)C1)C2
  -2	2	-12	-26	3	19	-7	0

One compound at a time, from the list above.
CC(C)N(Cc1ccccc1)C(=S)Nc1ccc(OC(F)F)cc1 is listed as SENP7 block = -1; SENP1 FRET inh = 0; PfGluPho inh = 9; SENP6 block = 3; Apaf1 inhib = 5; SENP8 block-1 = 19; HKDC1 inh = 20; SENP8 block-2 = -3
O=C1C2C3c4ccccc4C(c4ccccc43)C2C(=O)N1Cc1cccnc1 (configuration not stated) is listed as SENP7 block = -2; SENP1 FRET inh = 3; PfGluPho inh = 3; SENP6 block = -1; Apaf1 inhib = -1; SENP8 block-1 = 32; HKDC1 inh = -5; SENP8 block-2 = 1
O=C(CCc1ccccc1)Nc1ccccc1C(=O)N1CCOCC1 is listed as SENP7 block = 0; SENP1 FRET inh = 0; PfGluPho inh = -10; SENP6 block = -4; Apaf1 inhib = -5; SENP8 block-1 = -1; HKDC1 inh = -12; SENP8 block-2 = -6
